# SENP1 inh: inhibitors of human SENP1 SUMO protease catalytic domain; Q9P0U3; recombinant SENP1 catalytic domain, CyPet-SUMO1-YPet FRET cleavage; inhibition, % at 10 µM; 360,000 tested, 0.21% active;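 active = inhibition at least 30% at 10 µM, raw YFP signal under a set limit, fluorescence ratio 0.5 to 1.5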;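 also: 0% = enzyme with DMSO and 100% = no enzyme wells; some results filed as inactive read as strong as hits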
#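 Test system: human SENP1 catalytic domain; medium: Tris pH 8 buffer plus EDTA, NaCl, BME, BSA, NP40, catalase; incubation: 50 min reaction at room temperature; technique: FRET, CFP and YFP emission; controls: no-enzyme low control and enzyme-plus-DMSO high control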
# A3G deaminase: APOBEC3G (human) deaminase inhibition. Q9HC16. recombinant A3G, ssDNA deamination FAM/TAMRA fluorescence. inhibition, % at 20 µM. 330,000 tested, 0.28% active;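 active = inhibition of at least 40% at 20 µM, with no more than 30% in the related APOBEC3A deaminase screen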;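 also: plate controls were DMSO wells with A3G for no effect and wells lacking A3G enzyme for full effect; some compounds called inactive have numbers as strong as hits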
# Target sequence (Q9HC16 whole entry, looked up): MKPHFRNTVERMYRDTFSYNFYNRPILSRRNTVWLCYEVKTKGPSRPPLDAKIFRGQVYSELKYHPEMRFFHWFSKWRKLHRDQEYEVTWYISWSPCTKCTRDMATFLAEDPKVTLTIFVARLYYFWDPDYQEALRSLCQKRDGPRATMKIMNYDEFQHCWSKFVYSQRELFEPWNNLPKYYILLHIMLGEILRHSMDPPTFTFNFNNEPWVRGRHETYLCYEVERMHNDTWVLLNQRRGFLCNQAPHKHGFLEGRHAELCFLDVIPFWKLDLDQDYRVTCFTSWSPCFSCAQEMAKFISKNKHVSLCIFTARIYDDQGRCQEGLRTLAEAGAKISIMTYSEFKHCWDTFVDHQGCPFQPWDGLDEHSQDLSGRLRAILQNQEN
# SENP6 inh: SENP6 protease inhibition; Q9GZR1; Recombinant SENP6 catalytic domain, aminoluciferin luminescence; inhibition, % at 10 µM; 330,000 tested, 1.8% active; AID 2599;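 active = inhibition above about 50% at the single tested dose, limit read from the data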;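 also: plate controls were DMSO wells with enzyme for no effect and DMSO wells lacking enzyme for full effect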
# Apaf-1 inh: inhibitors of human Apaf-1 apoptosome. O14727. reconstituted apoptosome caspase-3 activity, DEVD-Rh110 fluorescence. inhibition, % at 20 µM. 330,000 tested, 0.71% active; active = inhibition of at least 40% at 20 µM;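 also: plate controls were DMSO wells for no effect and DEVD-CHO caspase inhibitor wells for full effect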
#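 Medium: Hepes buffer, pH 7.5 / System: biochemical Apaf-1 apoptosome reconstitution / Measured by: Rh110 fluorescence, excitation 480 nm, emission 540 nm / Times: compound with Apaf-1, dATP, procaspase-3 30 min, then 50 min reaction, room temperature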
# UBC13 polyUb: inhibitors of human UBC13 polyubiquitin chain formation; inhibition, % at 20 µM; TR-FRET; 330,000 tested, 0.47% active; P61088; in the data active = inhibition above about 45%, passing the limit was not always enough; inconclusive = no clear call, values can overlap the other calls
# SENP8 block-1: inhibitors of human SENP8 protease | purified SENP8, Z-RLRGG-aminoluciferin cleavage, luminescence | inhibition, % at 10 µM | 330,000 tested, 1.2% active | AID 2540; in the data active = inhibition above about 50%
# Target sequence (Q96LD8 whole entry, looked up): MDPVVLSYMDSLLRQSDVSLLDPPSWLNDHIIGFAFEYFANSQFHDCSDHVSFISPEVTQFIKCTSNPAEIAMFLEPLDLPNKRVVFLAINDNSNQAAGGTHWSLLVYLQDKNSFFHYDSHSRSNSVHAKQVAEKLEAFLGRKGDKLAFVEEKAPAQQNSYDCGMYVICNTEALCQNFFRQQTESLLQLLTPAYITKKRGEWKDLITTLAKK
# SENP7 inh: blocks the human protease SENP7. Q9BQF6. inhibition, % at 5 µM. 330,000 tested, 1.5% active. recombinant SENP7, Z-RLRGG-aminoluciferin luminescence, 40 min;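 active = inhibition above about 50% at the single test dose, limit read from the data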;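 also: plate controls were DMSO with enzyme for no effect and no enzyme buffer wells for full effect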
# Target sequence (Q9BQF6 706-1050 limits assumed): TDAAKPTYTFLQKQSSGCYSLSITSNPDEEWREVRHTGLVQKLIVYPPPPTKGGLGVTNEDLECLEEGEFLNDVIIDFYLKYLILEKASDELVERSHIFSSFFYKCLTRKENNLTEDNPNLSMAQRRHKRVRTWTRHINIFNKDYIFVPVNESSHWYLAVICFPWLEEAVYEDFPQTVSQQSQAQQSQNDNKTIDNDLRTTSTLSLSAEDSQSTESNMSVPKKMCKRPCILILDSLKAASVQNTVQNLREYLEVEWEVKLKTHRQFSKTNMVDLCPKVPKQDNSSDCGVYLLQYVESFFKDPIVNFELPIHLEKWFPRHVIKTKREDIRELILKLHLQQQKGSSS
# SENP8 block-2: inhibitors of human SENP8 protease | recombinant SENP8, Nedd8 substrate fluorescence | 360,000 tested, 0.64% active | inhibition, % at 20 µM | AID 602440; in the data active = inhibition mostly above about 40%, no sharp cut-off; inactive = mostly below about 27%
# * hit, by the source's call; ? = inconclusive; nt = not tested or not shown.
SMILES,SENP1 inh,A3G deaminase,SENP6 inh,Apaf-1 inh,UBC13 polyUb,SENP8 block-1,SENP7 inh,SENP8 block-2
O=C(CN1C(=O)CSc2ccc(S(=O)(=O)N3CCOCC3)cc21)NCCCN1CCCCC1,0.4,0.1,-10.4,-11.7,3.0,2.5,-4.5,9.5
O=C(O)COc1c(Cl)cc(/C=C2/NC(=O)NC2=O)cc1Br,-2.3,8.0,8.1,25.7,-7.3,-2.4,1.3,1.4
Cc1c(N/C(=N/S(=O)(=O)c2cc([N+](=O)[O-])ccc2Cl)c2ccccc2)c(=O)n(-c2ccccc2)n1C,-0.8,-5.7,-0.8,1.2,5.0,-0.7,8.5,9.8
CC1CCC(NS(=O)(=O)c2cccc3nsnc23)CC1 (configuration not stated),2.4,-7.9,7.3,5.0,8.1,8.8,2.9,18.9
O=C(Nc1ccccc1)OC1CCS(=O)(=O)C1 (configuration not stated),2.2,-4.7,1.1,-12.7,-5.8,-5.8,8.3,13.5
N#C/C(=C\c1ccc(OCC(N)=O)cc1)c1ccccc1,0.4,-2.5,8.4,8.7,0.9,-0.3,3.4,7.0
COc1ccccc1N1CCN(C(=O)c2cc(-c3ccc(F)cc3)on2)CC1,1.0,-10.1,-9.8,22.2,-4.0,1.5,4.9,24.0
COc1cc(/C=C/C(=O)OCC(=O)Nc2cccc(Oc3ccccc3)c2)ccc1O,-74.8,-2.9,-1.0,-1.8,8.0,-12.9,-4.0,-372.5
CCOC(=O)c1sc2nc(C)nc(NCc3ccc(F)cc3)c2c1C,36.4*,-7.4,-26.9,29.7,6.7,1.7,-1.4,-330.9
Cc1nnsc1C(=O)N/N=C/c1ccc2ccccc2c1O,55.9,-4.9,3.0,5.9,-109.6,2.8,7.4,36.9
COc1ccc(-n2ncc3c(N4CCN(c5cccc(C)c5C)CC4)ncnc32)cc1,-6.2,0.4,-2.2,5.2,15.5,2.3,4.0,-49.7
O=C(Nc1ccc(N2CCOCC2)cc1)C1CC(=O)N(c2ccccc2)C1 (configuration not stated),2.3,-3.3,-7.8,-4.5,5.5,1.1,-2.2,2.6
CC1=C(C(=O)Nc2ccccc2C)C(c2ccc(C)o2)NC(=S)N1 (configuration not stated),-0.1,-4.2,3.4,7.4,5.5,0.9,5.6,13.8
COC(=O)C1NC(=O)N2C(C(=O)OC)C(C)(C)S[C@H]12 (some centres not stated),-0.5,-7.2,-18.5,4.4,-4.3,-12.2,-7.1,-0.7
O=C(O)CCN(CCC(=O)O)S(=O)(=O)c1ccccc1,0.8,0.5,-8.8,-7.5,-10.6,3.0,-4.4,5.8
Cc1cccc(C(=O)NC2CCN(C(=O)NCc3ccccc3)CC2)c1,0.7,-3.0,-9.6,3.8,-0.4,1.5,-0.6,14.9
Cc1ccc(SCCNC(=O)c2ccccc2C)cc1,1.3,-0.7,-3.4,-2.3,6.8,1.6,-0.4,16.1
Cc1nc2ncnn2c(C)c1CCC(=O)N1CCN(Cc2ccccc2)CC1,0.1,0.6,-0.9,-5.7,-4.1,-11.5,-6.4,15.8
O=C(CN1CCN(Cc2ccccc2)CC1)N1CCCCCC1,4.4,-7.4,-19.4,-2.3,17.2,-1.6,5.9,21.1
Cc1cccc(C)c1NC(=O)CS(=O)CC(=O)NCCCc1ccccc1 (configuration not stated),1.6,-1.7,12.5,-4.3,1.2,4.8,1.2,12.2
Cc1cc(C(=O)N2CCCC(CO)(Cc3ccc(F)cc3)C2)c(C)o1 (configuration not stated),-1.2,-0.1,1.8,10.2,-3.5,3.4,-5.3,2.7
O=C(NCCCN1CCOCC1)C1CCN(S(=O)(=O)c2cccc(Cl)c2Cl)CC1,0.9,-6.9,-9.9,3.1,-0.4,-19.0,10.2,4.1
CC1(C)CC2(CC(c3ccccc3F)c3ccc(O)c(O)c3O2)NC(=S)N1 (configuration not stated),-8.0,8.8,17.0,4.8,12.1,3.1,3.9,24.0
COc1ccc(C(=O)NCc2ccncc2)cc1OC,-1.5,-0.5,1.5,-11.2,5.4,-2.0,16.1,2.4

# Shown field by field: entries from further up
Cc1ccc(SCCNC(=O)c2ccccc2C)cc1
  SENP1 inh: 1.3; A3G deaminase: -0.7; SENP6 inh: -3.4; Apaf-1 inh: -2.3; UBC13 polyUb: 6.8; SENP8 block-1: 1.6; SENP7 inh: -0.4; SENP8 block-2: 16.1

Cc1cc(C(=O)N2CCCC(CO)(Cc3ccc(F)cc3)C2)c(C)o1 (configuration not stated)
  SENP1 inh: -1.2; A3G deaminase: -0.1; SENP6 inh: 1.8; Apaf-1 inh: 10.2; UBC13 polyUb: -3.5; SENP8 block-1: 3.4; SENP7 inh: -5.3; SENP8 block-2: 2.7

# Carrying on:
SMILES,SENP1 inh,A3G deaminase,SENP6 inh,Apaf-1 inh,UBC13 polyUb,SENP8 block-1,SENP7 inh,SENP8 block-2
Cc1nc2ccc(NC(=O)c3ccc(Br)o3)cc2s1,-20.7,-9.1,-12.1,-10.9,-8.2,-5.3,21.7,13.3
Cc1ccc(C(=O)NCCc2nnc3ccc(NCc4ccc5c(c4)OCO5)nn23)cc1,-2.6,-6.8,-8.6,11.4,-1.8,7.6,-1.1,-4.5
CNC(=O)c1c(NC(=O)c2ccc(S(=O)(=O)N3CCCCC3C)cc2)sc2c1CCN(C)C2 (configuration not stated),-30.2,-5.9,0.0,3.6,8.0,-4.7,-4.0,-20.5
COC(=O)c1ccccc1NC(=S)N1CCN(C2CCCCC2)CC1,0.5,-5.9,-4.6,-6.9,-15.0,-3.6,1.0,6.4
O=C(Cn1nnc(-c2ccccc2)n1)NC1CCS(=O)(=O)C1 (configuration not stated),1.2,-9.3,-0.2,2.3,-4.4,-9.6,-14.7,13.0
O=C(COc1ccccc1[N+](=O)[O-])OCC(=O)N1CCC(Cc2ccccc2)CC1,2.6,-1.9,-0.9,1.3,-6.1,1.1,-7.5,17.2
Nn1c(SCc2cc([N+](=O)[O-])cc3c2OCOC3)nnc1-c1ccccn1,-0.1,-4.5,-10.1,-21.5,-3.6,1.2,-5.2,34.5
C(=N\Nc1ccccn1)/c1cccnc1,2.3,-5.9,-15.0,4.5,-21.0,-21.9,-12.3,5.4
CC(C)(O)C#Cc1ccccc1C(=O)NC(CC(N)=O)C(=O)O (configuration not stated),0.2,-5.9,7.1,-1.9,3.7,3.0,3.0,8.0
O=C(NCc1ccc(C(F)(F)F)cc1)C1CC(c2cccc(F)c2)=NO1 (configuration not stated),2.8,-12.2,-20.4,12.9,-0.4,-15.9,-9.6,17.7
O=C(Nc1nnc(SCc2ccc(Cl)cc2)s1)C1CCCO1 (configuration not stated),0.9,7.7,-22.3,7.7,-1.2,-1.1,-1.9,22.4
Cc1ccc2c(CN(C)Cc3cccc(Cl)c3)cc(=O)oc2c1C,0.4,-8.4,5.4,20.0,4.3,-13.3,-6.1,1.5

# Grouped by structure, those above with an aryl thioether with sulfur outside any ring
SMILES,SENP1 inh,A3G deaminase,SENP6 inh,Apaf-1 inh,UBC13 polyUb,SENP8 block-1,SENP7 inh,SENP8 block-2
Cc1ccc(SCCNC(=O)c2ccccc2C)cc1,1.3,-0.7,-3.4,-2.3,6.8,1.6,-0.4,16.1
Nn1c(SCc2cc([N+](=O)[O-])cc3c2OCOC3)nnc1-c1ccccn1,-0.1,-4.5,-10.1,-21.5,-3.6,1.2,-5.2,34.5
O=C(Nc1nnc(SCc2ccc(Cl)cc2)s1)C1CCCO1 (configuration not stated),0.9,7.7,-22.3,7.7,-1.2,-1.1,-1.9,22.4

# The list continues:
SMILES,SENP1 inh,A3G deaminase,SENP6 inh,Apaf-1 inh,UBC13 polyUb,SENP8 block-1,SENP7 inh,SENP8 block-2
COc1ccc(C(=O)Nc2ccc(O)c3ccccc23)cc1,1.9,-2.2,-4.1,5.6,-8.5,-0.7,11.0,24.6
CCOCCn1c(N2CCN(c3ccc(OC)cc3)CC2)nc2c1c(=O)n(C)c(=O)n2C,-0.9,-1.7,11.7,-0.8,0.6,2.3,5.6,11.6
O=C(N/N=C/c1ccc(F)cc1)c1cc[n+]([O-])cc1,-3.6,-6.3,-37.3,4.8,3.1,3.1,-1.5,6.9
O=C(CN1C(=O)CCSc2ccccc21)Nc1ccc2c(c1)OCCO2,-2.0,-0.1,-11.7,-2.7,-4.6,-6.7,-2.9,12.9
COc1cc(OC)c(C2=NOC(C(=O)NCCc3ccccc3)C2)cc1Cl (configuration not stated),1.7,-2.9,14.1,-2.5,10.5,0.0,0.2,-7.8
O=C(CCC(=O)Nc1ccc(Br)cc1)N/N=C/c1ccccc1F,-0.5,-4.7,-1.4,6.1,8.3,-7.9,-2.2,10.5
COc1cccc(Oc2ccc(S(=O)(=O)N3CCOCC3)cc2[N+](=O)[O-])c1,1.5,-2.5,-19.7,5.0,3.3,5.0,11.1,11.3
COC(=O)c1c(C)oc(C)c1S(=O)(=O)NCc1ccc(Cl)cc1Cl,-2.7,-1.3,15.3,4.5,-8.0,5.6,8.6,10.9
NC(=O)c1ccc(NC(=O)CCC(=O)c2cccs2)cc1,-0.3,2.5,-2.8,0.7,-5.9,16.2,7.9,-6.7
COc1ccc(C2c3c(oc4ccccc4c3=O)C(=O)N2Cc2ccncc2)cc1OC (configuration not stated),nt,-0.8,4.5,-4.9,-3.7,0.6,0.0,nt
CCCNC(=O)C(Cc1ccccc1)NS(=O)(=O)c1ccc2c(c1)c(=O)n(C)c(=O)n2C (configuration not stated),1.9,-9.6,-0.1,1.4,-4.5,-4.7,6.1,2.7
CN1CCN(CC(O)Cn2c3ccccc3c3ccccc32)CC1 (configuration not stated),3.1,-8.8,-11.8,-2.1,5.6,-2.6,-3.5,7.5
Cc1ccc(-c2nn(-c3ccccc3)cc2/C=N/NC(=O)c2ccncc2)o1,-3.5,-3.7,13.3,2.2,-2.1,4.5,-0.8,-65.1
COc1cccc(NC(=O)COc2cccnc2[N+](=O)[O-])c1,0.3,-6.9,-4.5,-2.9,1.4,-3.2,-2.9,24.9
O=C(COC(=O)c1ccc(Br)cc1)NCCC1=CCCCC1,4.8,-5.3,-10.8,6.4,-3.5,2.1,8.6,32.2
O=C(Nc1ccccc1-c1ccccc1)c1ccccc1,1.7,-1.8,-3.7,14.4,-12.3,-1.8,-3.7,-11.2
c1ccc(C2=Nn3c(nnc3-c3cc(-c4ccccc4)n[nH]3)SC2)cc1,2.8,5.3,-12.0,38.8,4.4,1.3,-7.4,23.3
Nc1c(C(=O)Nc2ccc(Cl)cc2)sc2nc(N3CCOCC3)c3c(c12)CCCC3,-109.4,2.4,-1.0,4.2,?,-2.9,4.2,-415.3
COc1ccc(C(=O)Nc2nc3ccccc3[nH]2)cc1,-0.8,-6.8,96.7*,12.9,7.3,92.6*,97.3*,1.9
O=S(=O)(Cc1nnnn1-c1ccccc1)c1ccc(Cl)cc1,2.6,-4.7,-3.8,-2.7,4.6,9.0,2.7,-0.4
O=C(NC(=S)NC1CCCc2ccccc21)c1ccco1 (configuration not stated),1.9,-6.7,5.3,9.6,-3.3,-9.6,-1.2,9.2
Cc1ccc(CC(=O)Nc2ccccc2-c2ccccc2)cc1C,1.8,-2.5,19.1,11.3,-0.2,3.5,3.9,16.9
CCC1(CC)Cc2ccccc2-c2nc(NCCO)[nH]c(=O)c21,1.6,-4.4,-19.2,-0.4,24.5,1.8,-2.4,-290.9
O=C(N/N=C/c1ccc(-c2ccc([N+](=O)[O-])cc2)o1)C(O)c1ccccc1 (configuration not stated),-29.9,-2.0,16.3,7.9,-16.5,9.1,4.6,-115.2
COC(=O)/C(=C\Nc1ccc(Cl)c2ccccc12)c1ncc(C(F)(F)F)cc1Cl,-54.0,-9.5,-5.0,-3.6,0.4,-6.1,-0.6,-449.8
CC(C)(C)c1ccc(C(=O)NCCc2ccccc2)cc1,-0.1,-4.8,41.7,23.5,10.0,20.3,32.8,10.2
CC(C)C(=O)Nc1cc(C(F)(F)F)ccc1N1CCOCC1,1.9,-7.9,-7.0,-25.4,2.4,0.8,2.6,-1.4
CN1CCN(NC(=O)CN2C(=O)/C(=C/c3c(Cl)cccc3Cl)SC2=S)CC1,2.8,-2.4,11.2,0.8,-0.3,1.5,0.7,24.3

# Screens (PubChem)
